# T cruzi growth – T. cruzi proliferation inhibition | T. cruzi beta-gal in NIH3T3, GalScreen luminescence, 90 h | inhibition, % at 8.34 µM | 77,000 tested, 5.9% active;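 active means mean inhibition above about 93%, with at least 55% of replicates each passing it, limit read from the data, passing the limit was not always enough; inconclusive means only one of those two conditions holds; inactive means neither condition holds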
# GASC1 inh – KDM4C (human) demethylase inhibition; Q9H3R0; GST-KDM4C 2-372, H3K9me3 peptide, LANCE TR-FRET; inhibition, % at 12.5 µM; 96,000 tested, 0.15% active;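 active means mean replicate inhibition above about 25%, with at least 55% of replicates also reaching it, limit read from the data, passing the limit was not always enough; inconclusive means only one of those two conditions met; inactive means neither condition met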
# Target sequence (Q9H3R0 2-372 limits assumed): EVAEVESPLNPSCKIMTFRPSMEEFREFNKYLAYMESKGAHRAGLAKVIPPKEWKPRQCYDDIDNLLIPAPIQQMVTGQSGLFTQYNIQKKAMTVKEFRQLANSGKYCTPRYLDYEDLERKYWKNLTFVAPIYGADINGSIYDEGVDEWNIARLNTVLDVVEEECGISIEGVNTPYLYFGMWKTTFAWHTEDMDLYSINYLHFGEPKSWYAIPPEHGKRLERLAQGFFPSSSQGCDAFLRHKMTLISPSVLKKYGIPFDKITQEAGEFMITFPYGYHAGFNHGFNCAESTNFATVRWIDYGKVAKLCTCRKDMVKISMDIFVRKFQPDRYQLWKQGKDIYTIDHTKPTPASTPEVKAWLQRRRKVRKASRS
#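 material = GST-tagged GASC-1 (JMJD2C) catalytic fragment, aa 2-372 | amount = enzyme final amount 10 nM | medium = HEPES buffer, pH 7.5, plus ascorbate | also added = H3K9me3 peptide substrate, Fe(II), 2-oxoglutarate | dosing = single dose | times = 30 min demethylation and 1 h detection at room temperature | detection = LANCE TR-FRET | read-out basis = Fall in 671/618 emission ratio as inhibition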
# C diff HTS – C. difficile growth inhibition; Clostridium difficile clinical isolate growth, OD600, 24 h; active compounds read low; growth activity, negative = inhibition, % at 16 µg/mL (by protocol); 86,000 tested, 0.25% active; AID 1259249;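 active means mean growth activity at or below -80% and every replicate also at or below -80%; inconclusive means mean at or below -80% but some replicate above -80%; inactive means mean growth activity above -80%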;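 further: 0% = DMSO wells and -100% = levofloxacin 16 µg/mL wells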
# Pf Dd2 growth – inhibitors of Plasmodium falciparum Dd2 growth; P. falciparum Dd2 growth, SYBR Green, 72 h; active compounds read low; activity change, % at 10 µM; 94,000 tested, 2.3% active; in the data active means activity change below about -80%; inconclusive means no clear call, values can overlap the other calls
# The depositor's hits bear a star; ? = inconclusive; · = not tested or not shown; & = joins results of further samples; ! = a repeat was not active.
Molecule	T cruzi growth	GASC1 inh	C diff HTS	Pf Dd2 growth
C[C@@H]1CCCCO[C@@H](CN(C)CC2CCCCC2)[C@@H](C)CN([C@H](C)CO)C(=O)c2cc(NC(=O)c3ccccc3)ccc2O1	103	0.8	-6	-51
C[C@@H]1CCCCO[C@@H](CN(C)Cc2ccc3c(c2)OCO3)[C@H](C)CN([C@@H](C)CO)C(=O)c2cc(NS(=O)(=O)c3cn(C)cn3)ccc2O1	-39	2.7	0	-38
C[C@@H]1CN([C@H](C)CO)C(=O)Cc2cc(NC(=O)Nc3ccccc3)ccc2O[C@@H]1CN(C)C(=O)NC1CCCCC1	17	-1.2	0	12
O=C(C[C@H]1C[C@H]2c3cc(NC(=O)c4cccnc4)ccc3O[C@H]2[C@@H](CO)O1)NCC(F)(F)F	-26	1.0	·	15
C[C@@H]1CCCCO[C@H](CN(C)C(=O)Nc2ccc(C(F)(F)F)cc2)[C@@H](C)CN([C@@H](C)CO)C(=O)c2cc(NS(=O)(=O)c3ccc(F)cc3)ccc2O1	78	-0.5	4	-84*
Cn1cnc(S(=O)(=O)N2C[C@@H](O)COC[C@H]3O[C@H](CC(=O)NC4CCCC4)CC[C@@H]32)c1	-30	1.4	-12	5
O=C(C[C@@H]1C=C[C@@H](NC(=O)c2ccc3c(c2)OCO3)[C@H](CO)O1)NCc1ccc(Cl)cc1	4	0.2	1	13
O=C(Cc1ccccn1)NCC[C@H]1CC[C@@H](NC(=O)Nc2ccc(Cl)cc2)[C@@H](CO)O1	-56	0.4	1	-26
COc1ccccc1-c1ccc2c(c1)O[C@@H](CN(C)C(=O)c1ccncc1)[C@@H](C)CN([C@H](C)CO)S2(=O)=O	105*	-0.2	2	-1
C[C@@H]1CN([C@@H](C)CO)C(=O)c2cc(NC(=O)CCC(F)(F)F)ccc2O[C@@H](C)CCCCO[C@@H]1CN(C)C(=O)Nc1ccc2c(c1)OCO2	41	-1.4	7	-64
C[C@@H]1CN([C@@H](C)CO)C(=O)c2cc(NS(=O)(=O)c3cccs3)ccc2O[C@@H](C)CCCCO[C@@H]1CN(C)C(=O)Nc1cccc2ccccc12	85	-1.5	5	?
COc1ccc(NC(=O)N(C)C[C@@H]2OCCCC[C@@H](C)Oc3ccc(NC(=O)c4ccccc4)cc3C(=O)N([C@H](C)CO)C[C@@H]2C)cc1	28	6.3	-5	-42
Cc1cc(C)cc(NC(=O)Nc2ccc3c(c2)C(=O)N(C)[C@H]2CC[C@H](CC(=O)O)O[C@@H]2CO3)c1	3	-0.2	0	4
C[C@@H]1CCCCO[C@H](CN(C)C(=O)Nc2ccc(C(F)(F)F)cc2)[C@@H](C)CN([C@@H](C)CO)C(=O)c2cc(NC(=O)Nc3ccccc3)ccc2O1	·	-0.9	-6	-85*
C[C@@H]1CN([C@H](C)CO)C(=O)c2cccc(NS(=O)(=O)c3ccc(Cl)cc3)c2O[C@H]1CN(C)Cc1ccccc1	47	-0.3	-1	13
C[C@H]1CN([C@@H](C)CO)S(=O)(=O)c2ccc(C#Cc3ccccc3F)cc2O[C@H]1CN(C)C(=O)c1ccc2c(c1)OCO2	·	2.5	-1	-88*
CN(C)C(=O)c1ccc(-c2ccc([C@H]3[C@H](C#N)N(C(=O)C4CC4)[C@H]3CO)cc2)cc1	66	1.9	2	-35
O=C(Nc1ccc(Cl)cc1)N[C@@H]1CC[C@H](CCNC(=O)c2ccccc2F)O[C@@H]1CO	4	4.7	-5	-35
C[C@@H]1CCCCO[C@H](CN(C)S(=O)(=O)c2cccs2)[C@@H](C)CN([C@H](C)CO)C(=O)c2cc(NC(=O)Cc3ccccc3)ccc2O1	3	18	6	-45
N#C[C@H]1[C@H](c2ccccc2C2=CCCCC2)[C@@H](CO)N1C(=O)Cc1ccncc1	·	-1.1	10	-11
CC=Cc1ccc2n(c1=O)C[C@H]1[C@H](CO)[C@@H](C(=O)NCCC)[C@@H]2N1C(=O)C1CCC1 (mixture of isomers)	·	1.5	-4	25
CC(=O)Nc1ccc2c(c1)C(=O)N(C)[C@H]1CC[C@H](CC(=O)NCC3CC3)O[C@H]1CO2	0	2.6	-3	10
CCCNC(=O)N1[C@@H](C#N)[C@H](c2ccc(-c3ccc(C(=O)N(C)C)cc3)cc2)[C@@H]1CO	59	-0.9	4	9
CCCC#Cc1ccc2c(c1)O[C@H](CN(C)S(=O)(=O)c1cccc(OC)c1)[C@H](C)CN([C@H](C)CO)S2(=O)=O	121*	8.2	15&9	-44&-75
C[C@H]1CN([C@@H](C)CO)C(=O)c2ccccc2-c2ccccc2CO[C@@H]1CN(C)C(=O)Nc1ccc(-c2ccccc2)cc1	·	-1.9	-15	-86*
CCCNC(=O)C[C@@H]1CC[C@@H]2[C@H](COC[C@@H](O)CN2C(=O)c2cc(Cl)cc(Cl)c2)O1	21	0.1	·	6
Cc1ccc(S(=O)(=O)Nc2ccc3c(c2)CC(=O)N([C@@H](C)CO)C[C@@H](C)[C@@H](CN(C)S(=O)(=O)c2cccs2)O3)cc1	70	-2.9	14	2
CC(C)NC(=O)Nc1ccc2c(c1)C(=O)N([C@@H](C)CO)C[C@@H](C)[C@H](CN(C)C(=O)c1ccccc1)OCCCC[C@@H](C)O2	53	-0.1	-1	·
C[C@@H]1CN([C@@H](C)CO)C(=O)c2cccc(NC(=O)C3CCCCC3)c2O[C@@H]1CN(C)Cc1ccc(-c2ccccc2)cc1	-169	0.5	28	-44
COc1ccc(NC(=O)Nc2cccc3c2O[C@@H](CN(C)S(=O)(=O)c2cn(C)cn2)[C@H](C)CN([C@H](C)CO)C3=O)cc1	74	1.1	3	-10
CO[C@@H]1CN(C)C(=O)c2cc(NS(C)(=O)=O)ccc2OC[C@@H](C)N(CC2CCOCC2)C[C@@H]1C	22	0.0	-3	45
C[C@@H]1CN([C@@H](C)CO)C(=O)Cc2cc(NC(=O)Nc3ccc(F)cc3)ccc2O[C@@H]1CN(C)Cc1ccc2c(c1)OCO2	·	-0.3	1	-20
C[C@@H]1CN([C@@H](C)CO)S(=O)(=O)c2ccc(C#Cc3ccccc3)cc2O[C@H]1CN(C)C(=O)CN(C)C	102*	0.3	0	-67
C[C@@H]1CN([C@@H](C)CO)C(=O)Cc2cc(NC(=O)Nc3cccc4ccccc34)ccc2O[C@@H]1CN(C)C(=O)NC1CCCCC1	20	-1.3	-6	-24
N#Cc1ccc(-c2ccc([C@@H]3[C@H](CO)N4C(=O)CN(C(=O)Cc5ccccc5)C[C@@H]34)cc2)cc1	·	-2.0	-8	-61
C[C@@H]1CN([C@H](C)CO)C(=O)Cc2cc(NS(=O)(=O)c3cccs3)ccc2O[C@@H]1CN(C)S(=O)(=O)c1cn(C)cn1	-17	-1.1	2	5
COc1ccccc1S(=O)(=O)N1CC[C@@H]2[C@@H](CO)Nc3ccc(-c4cccc(C#N)c4)cc3[C@@H]21	87	-0.8	-6	9
O=C(C1CCCCC1)N1CC2(C1)[C@@H](c1ccccc1)[C@@H](CO)N2Cc1ccc(Cl)cc1	·	1.5	44	-4
C[C@H]1CN([C@@H](C)CO)C(=O)c2cc(-c3cccc(C(=O)N(C)C)c3)cnc2O[C@H]1CN(C)S(=O)(=O)c1cccc(F)c1	-47	-1.7	6	-8
CO[C@H]1CC[C@H]2CCOc3c(C#N)cccc3C(=O)N(C)C[C@H](c3ccccc3)CC(=O)N(C)C[C@@H]1O2	0	-1.3	·	-3
C[C@@H]1CN([C@@H](C)CO)C(=O)c2cc(NC(=O)CCN3CCOCC3)ccc2O[C@@H]1CN(C)S(=O)(=O)c1ccc(F)cc1	-17	1.2	-4	11
CO[C@H]1CN(C)C(=O)c2cc(NC(C)=O)ccc2OC[C@H](C)N(C(=O)c2ccccn2)C[C@@H]1C	-21	2.7	-2	24
COc1cc(CN2C[C@@H]3N[C@H](C2)C3c2ccc(-c3ccc(C#N)cc3)cc2)cc(OC)c1 (some centres not stated)	·	-1.0&-1.9	54&26	-78&-77
CCC(=O)NC[C@H]1[C@@H](c2ccc(C3=CCCCC3)cc2)[C@@H](CO)N1C(=O)C1CC1	·	1.1	-5	-5
C[C@@H]1CN([C@H](C)CO)C(=O)Cc2cc(NC(=O)Cc3ccccc3)ccc2O[C@H]1CN(C)Cc1ccc(Oc2ccccc2)cc1	100*	1.8	5	7
OC[C@@H]1[C@@H](c2ccc(C3=CCCC3)cc2)[C@@H]2CN(CCC(F)(F)F)CCCCN12	89	·	-10	-27
CCCC(=O)Nc1ccc2c(c1)OC[C@@H](C)N(C(=O)CC)C[C@@H](C)[C@H](OC)CN(C)C2=O	12	0.3	·	-6
O=C(CN1CCOCC1)NCC[C@@H]1CC[C@H](NS(=O)(=O)c2ccc(Cl)cc2)[C@H](CO)O1	-49	1.6	0	34
Cc1noc(C)c1S(=O)(=O)Nc1cccc2c1O[C@H](CN(C)C(=O)Nc1ccc3c(c1)OCO3)[C@H](C)CN([C@@H](C)CO)C2=O	-2	0.4	·	-37
Cc1noc(C)c1NC(=O)N(C)C[C@@H]1Oc2c(NC(=O)C3CCOCC3)cccc2C(=O)N([C@@H](C)CO)C[C@H]1C	-4	-0.8	3	17
Cc1noc(C)c1NC(=O)Nc1ccc2c(c1)CC(=O)N([C@@H](C)CO)C[C@@H](C)[C@@H](CN(C)S(=O)(=O)c1ccc(F)cc1)O2	54	2.1	8	17
CC(C)CC#Cc1ccc2c(c1)O[C@H](CN(C)C(=O)CN(C)C)[C@@H](C)CN([C@@H](C)CO)S2(=O)=O	43	0.7	-14	-41
C[C@H]1CN([C@@H](C)CO)C(=O)CCCn2cc(nn2)CO[C@@H]1CN(C)C(=O)NC1CCCC1	-35	2.7	·	4
CCCNC(=O)Nc1ccc2c(c1)C(=O)N(C)C[C@H](OC)[C@H](C)CN(Cc1ccc(-c3ccccn3)cc1)[C@@H](C)CO2	-28	0.0	·	-2
COCC(=O)N1C[C@@H](C)[C@@H](OC)CN(C)C(=O)c2ccc(NC(=O)Nc3ccccc3)cc2OC[C@H]1C	2	1.2	-5	-7
CCCNC(=O)N1C[C@H](C)[C@@H](OC)CN(C)C(=O)c2ccc(NC(=O)CC)cc2OC[C@H]1C	-29	-2.8	0	-4

# (further entries)
Molecule	T cruzi growth	GASC1 inh	C diff HTS	Pf Dd2 growth
C[C@H]1CN([C@@H](C)CO)C(=O)c2cc(C#Cc3cccc(F)c3)cnc2O[C@@H]1CN(C)C(=O)C1CCCCC1	114*	-3.8	·	-89*
Cc1cccc(S(=O)(=O)N2C[C@H](O)COC[C@H]3O[C@H](CC(=O)NCCCN4CCOCC4)CC[C@@H]32)c1	-64	-0.9	·	-10
COCC(=O)NC[C@@H]1[C@@H](c2ccccc2)[C@H](CO)N1C(C)=O	29	1.3	-3	2
C[C@@H]1CN([C@@H](C)CO)C(=O)c2cc(NS(=O)(=O)c3ccc(Cl)cc3)ccc2O[C@@H](C)CCCCO[C@H]1CN(C)S(=O)(=O)c1ccccc1	120*	-0.5	-4	-22
CN(C)CC(=O)N[C@@H]1CC[C@H](CCNC(=O)C2CCC2)O[C@H]1CO	·	1.5	-2	3
COc1ccc(-c2ccc(C3[C@H]4CNC[C@@H]3N4C(=O)Nc3ccc(C(F)(F)F)cc3)cc2)cc1 (some centres not stated)	·	-0.6&-0.8	-99*!	-84*!
COc1ccc(S(=O)(=O)Nc2ccc3c(c2)CC(=O)N([C@H](C)CO)C[C@@H](C)[C@@H](CN(C)Cc2ccncc2)O3)cc1	·	-0.6	-3	6
C[C@H](CO)N1C[C@H](C)[C@@H](CN(C)S(=O)(=O)c2ccc(Cl)cc2)OCCCC[C@H](C)Oc2ccc(NS(=O)(=O)c3ccc(F)cc3)cc2C1=O	98	-0.3	5	-59

# Part of the list above with just GASC1 inh and T cruzi growth.
mol | GASC1 inh | T cruzi growth
CCCNC(=O)C[C@@H]1CC[C@@H]2[C@H](COC[C@@H](O)CN2C(=O)c2cc(Cl)cc(Cl)c2)O1 | 0.1 | 21
Cc1ccc(S(=O)(=O)Nc2ccc3c(c2)CC(=O)N([C@@H](C)CO)C[C@@H](C)[C@@H](CN(C)S(=O)(=O)c2cccs2)O3)cc1 | -2.9 | 70
CC(C)NC(=O)Nc1ccc2c(c1)C(=O)N([C@@H](C)CO)C[C@@H](C)[C@H](CN(C)C(=O)c1ccccc1)OCCCC[C@@H](C)O2 | -0.1 | 53
C[C@@H]1CN([C@@H](C)CO)C(=O)c2cccc(NC(=O)C3CCCCC3)c2O[C@@H]1CN(C)Cc1ccc(-c2ccccc2)cc1 | 0.5 | -169
COc1ccc(NC(=O)Nc2cccc3c2O[C@@H](CN(C)S(=O)(=O)c2cn(C)cn2)[C@H](C)CN([C@H](C)CO)C3=O)cc1 | 1.1 | 74

# Screening results deposited in PubChem by Broad Institute.
